Bioassay records: PubChem, several laboratories
Dynein cargo inh – dynein cargo transport inhibition. 3617.4 mouse cells, GR-EGFP nuclear translocation imaging; test concentration mostly 20 µM; stimulated with dexamethasone, 1 µM; active compounds read low. z-score, hits read low. hit rate 0.47% among 220,000. AID 1381;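 active = plate z-score of nuclear minus cytoplasmic receptor signal below a set negative limit, without overly bright fluorescence or cell loss, cut at about -3.5 in these data, passing the limit was not always enough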;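 note: z-score of nuclear minus cytoplasmic ring GR-EGFP intensity difference per well; some compounds called inactive have numbers as strong as hits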
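Buffer or medium: tetracycline-free induction medium containing charcoal-stripped FBS / Reagent: dexamethasone agonist, 1.0 µM final, for 30 min / Technique: automated 10x imaging of fixed Hoechst-stained cells / Times: induction 48 h, compound 1 h, agonist 30 min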
MT stabilize HCS – microtubule stabilizers in HeLa cells | HeLa tubulin immunostaining HCS, 24 h; share of cells brighter than vehicle mean+2SD | % tubulin-high responders, % at 10 µM | hit rate 0.83% among 200,000 | AID 2205;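 active = plate Z-score above 3 for both tubulin-high and condensed-nucleus cell shares, with cell loss under 80%, at 10 µM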;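 note: anti alpha tubulin signal scored within the nucleus-defined area of each cell; some results filed as inactive read as strong as hits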
Ins promoter up – MIN6 insulin promoter up-regulation; z-score at 5 µM; hit rate 0.3% among 190,000; MIN6 insulin promoter-GFP reporter, high-content imaging; active compounds read high;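 active = z-score above 3 at 5 µM with at least 500 cells counted in the well; inconclusive = wells under 500 cells, flagged as cytotoxic or low count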
Autophagy mod – alters autophagy in cells; MEF GFP-LC3 puncta imaging; test concentration mostly 10 µM; hit rate 0.98% among 190,000; calls only at 10 µM (by protocol);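 active = percentage of spot-positive cells more than 3 SD above its plate mean, without a fluorescence outlier flag or 80% toxicity; inconclusive = no clear call, values can overlap the other calls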;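 note: spot-positive cell cutoff set from DMSO-treated cells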
Yfh1-off respiration – mitochondrial function rescue without frataxin homolog – Friedreich's ataxia, plus single-dose screen, dose response (AID 1465); hit rate 0.074% among 220,000; S. cerevisiae Yfh1-off respiration, WST-1 reduction, 72 h; higher fold induction means a stronger effect; fold induction at 50 µM, or EC50 in µM where a hit was titrated;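 active = fold induction of absorbance versus untreated yeast above a set limit, then at least 30% activation at any dose in follow-up; inconclusive = repeats straddling the limit, or above it without dose testing; inactive = fold induction below the set limit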;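 note: activators that raise dye reduction in frataxin-depleted yeast; strong numbers were not always called active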
HIV fusion peptide – inhibitors of HIV fusion peptide binding, primary screen, biochemical, uHTS, fluorescence dequenching (AID 1986) | cell-free peptide binding, fluorescence dequenching, 30 min; higher % means a stronger effect | inhibition, % at 20 µM; hits with a dose series show IC50 in µM | hit rate 0.3% among 290,000; in the data active = inhibition mostly above about 52%, no sharp cut-off; inactive = mostly below about 76%; note: some results filed as inactive read as strong as hits
AID2073 – inhibitors of Mint1-CaV2.2 protein interaction, biochemical, HTRF (AID 2073) | HTRF protein-protein interaction, Mint1-CaV2.2; higher % means a stronger effect | inhibition, % at 20 µM; hits with a dose series show IC50 in µM | hit rate 0.19% among 290,000; in the data active = inhibition mostly above about 51%, no sharp cut-off; inconclusive = no clear call, values can overlap the other calls; inactive = mostly below about 53%; note: some results filed as inactive read as strong as hits
bCat nuc transl – modulators of beta-catenin nuclear translocation | HeLa beta-catenin nuclear translocation, immunofluorescence imaging | nuclear translocation activity, % at 5 µM | hit rate 0.3% among 190,000 | AID 1665;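 active = nuclear translocation activity above 50% at 5 µM, with a well cell count of 50 or more; inconclusive = wells under 50 cells across six images, flagged as toxic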;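 note: per-cell ratio of nuclear to cytoplasmic median beta-catenin stain intensity; plate controls were DMSO negative control for no effect and GSK-3 inhibitor IX positive control for full effect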
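assay system = human HeLa cells, endogenous beta-catenin | times = compound treatment 24 h, 37°C, 5% CO2 | detection = Anti-beta-catenin immunofluorescence on PFA-fixed, Triton-permeabilized cells, DAPI nuclei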
WT yeast gro inh – growth inhibition of WT yeast, mitochondrial fusion screen; hit rate 2.1% among 190,000; inhibition, % at 10 µM; mitochondrial fusion phenotypic screen, WT strain; AID 1362; in the data active = inhibition above about 58%; tested in S. cerevisiae
WT yeast gro inh mutant strain – also measured in WT yeast gro inh; calls as there; inhibition, %; mitochondrial fusion phenotypic screen, mutant strain inhibition
Dynein cargo inh cytoplasmic EGFP – also measured in Dynein cargo inh; calls as there; z-score; measured here: cytoplasmic GR-EGFP intensity; active compounds read high
Dynein cargo inh nuclear GR-EGFP – second read-out of Dynein cargo inh, no call of its own (marks repeat the call); z-score; measured here: nuclear GR-EGFP intensity;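 lower value marks the stronger effect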
Dynein cargo inh cell count – second read-out of Dynein cargo inh, no call of its own (marks repeat the call); z-score; measured here: cell count per field
Ins promoter up cell count – second read-out of Ins promoter up, no call of its own (marks repeat the call); cell count; measured here: cytotoxicity, nuclei count;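 total cells summed across four imaged fields per well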
bCat nuc transl cell count 5 µM – recorded beside bCat nuc transl, whose call it bears; cell count; measured here: cell count, cytotoxicity flag
MT stabilize HCS Hoechst-high % – also measured in MT stabilize HCS; calls as there; % Hoechst-high responders; measured here: nuclear condensation Hoechst responders;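 share of cells brighter than vehicle mean plus two SD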
MT stabilize HCS cytotoxicity % – second read-out of MT stabilize HCS, no call of its own (marks repeat the call); toxicity, %; measured here: cytotoxicity by cell density;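 0% = mean cell density of plate MIN control wells and 100% = no cells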
Autophagy mod cell loss 18 h – also measured in Autophagy mod; calls as there; toxicity, %; measured here: cell loss, nuclei count;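 cell loss after 18 h compound exposure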
Active calls of the source: *; i = inactive; ? = inconclusive; · = not tested or not shown.

item	Structure	Dynein cargo inh	MT stabilize HCS Hoechst-high %	Dynein cargo inh cell count	Dynein cargo inh nuclear GR-EGFP	Ins promoter up	WT yeast gro inh	MT stabilize HCS cytotoxicity %	bCat nuc transl	Autophagy mod	Dynein cargo inh cytoplasmic EGFP	MT stabilize HCS	bCat nuc transl cell count 5 µM	Yfh1-off respiration	WT yeast gro inh mutant strain	Autophagy mod cell loss 18 h	HIV fusion peptide	AID2073	Ins promoter up cell count
1	O=C(NCC(=O)N(c1ccccc1F)C(C(=O)NC1CCCC1)c1ccco1)c1ccco1 (stereo not drawn)	0.034	2.4	0.35	0.18	-0.81	-12	7.7	0.9	i	-0.28	3.9	914	i	6	7	-2.6%	-6%	1506
2	O=C(CCc1nnc(-c2ccccc2)o1)NC1CCCCC1	0.33	2.3	-0.14	0.51	·	5	10	-2.7	i	-0.18	2.2	1056	i	-2	-3	0.7%	-11%	·
3	Cc1ccc2cc(CN(Cc3cccs3)Cc3nnnn3CC3CCCO3)c(=O)[nH]c2c1 (stereo not drawn)	3.7	1.6	-2.7	2.2	-0.26	8	1.9	0.1	i	0.034	2.4	1139	i	18	4	-1.4%	1%	1314
4	CCn1ncc(/C=C2/SC(=S)NC2=O)c1C	-0.5	2.6	-0.055	-0.51	0.31	-3	2.3	·	i	-0.29	4.9	·	i	15	-9	6.5%	2%	1371
5	CCCCNC(=O)c1cc(C)nn1-c1ccccc1	-0.32	·	-0.024	0.67	·	·	·	-0.5	·	-0.26	·	1342	i	·	·	-0.4%	4%	·
6	CCOc1cccc(C(=O)Nc2cccc(C(=O)NCC(C)C)c2)c1	0.34	2.2	0.45	0.39	-0.04	0	13	6.6	i	-0.2	2.6	1070	i	5	-7	1.6%	4%	1413
7	Fc1ccccc1/C=N/n1cnnc1	2.1	2.6	-2.3	1.4	-0.55	4	3.0	1.0	i	0.091	4.9	971	i	12	-8	-1.7%	0%	1180
8	Cc1noc(C)c1N=Nc1ccc(Br)cc1C(=O)O	-0.46	1.7	0.24	-0.06	-0.64	-8	3.9	-0.1	i	0.038	2.2	1151	i	5	2	0.7%	?	1478
9	COC(CC(=O)NNC(=S)Nc1ccc(Cl)cc1)OC	-0.29	2.6	1	-0.13	0.95	-3	7.1	1.9	i	-0.23	2.9	971	i	-7	-8	-3.6%	-18%	983
10	COc1ccc(C2N=C(N)N=C(N)N2c2ccc(C)cc2)cc1 (stereo not drawn)	0.45	3.2	1.2	0.24	·	-6	12	·	i	-0.22	3.1	·	i	-10	6	0.0%	-2%	·
11	CCN(CC)S(=O)(=O)c1ccc(N/N=C/c2ccc(O)cc2)nc1	-1.5	1.2	0.95	-0.75	-1.6	6	1.6	1.1	i	-0.2	2.1	1010	i	14	16	-1.0%	17%	1513
12	Cn1c(=O)n(C)c(=O)n(CC(=O)N2CCCCC2)c1=O	-0.32	2.3	1.3	-0.19	-0.14	2	7.9	0.7	i	-0.21	3.5	1089	i	5	3	-1.4%	-8%	1734

(further entries)
item	Structure	Dynein cargo inh	MT stabilize HCS Hoechst-high %	Dynein cargo inh cell count	Dynein cargo inh nuclear GR-EGFP	Ins promoter up	WT yeast gro inh	MT stabilize HCS cytotoxicity %	bCat nuc transl	Autophagy mod	Dynein cargo inh cytoplasmic EGFP	MT stabilize HCS	bCat nuc transl cell count 5 µM	Yfh1-off respiration	WT yeast gro inh mutant strain	Autophagy mod cell loss 18 h	HIV fusion peptide	AID2073	Ins promoter up cell count
13	O=C(COc1ccc2ccccc2c1)Nc1nccs1	-0.6	2.9	0.09	-0.42	0.44	15	3.6	0.1	i	-0.39	2.2	1102	i	2	-1	8.3%	16%	1447
14	c1ccc(-n2ncc(-c3nn[nH]n3)n2)cc1	0.023	2.2	0.95	-0.0064	1.8	-18	5.9	-0.1	i	-0.24	3.6	1154	i	11	-1	2.8%	16%	1223
15	Cc1c(C(=O)N/N=C/c2cccnc2)sc(=S)n1C	-0.03	3.1	0.45	0.13	0.04	-9	11	6.0	i	-0.26	2.0	437	i	14	-4	-1.2%	-17%	1286
16	Fc1ccc(CN2C3=NCCN3c3ccccc32)cc1	0.19	·	-0.18	0.29	-0.64	·	·	0.1	·	-0.18	·	1317	i	·	·	1.0%	-8%	1095
17	COc1ccc(C(=O)Nc2cc([N+](=O)[O-])ccc2N2CCN(C)CC2)cc1	0.26	1.7	1	0.62	-0.62	3	2.8	-1.9	i	-0.11	3.6	1337	i	-5	-27	-2.6%	-3%	1336
18	Cc1noc(/C=C/c2cccs2)c1S(=O)(=O)N1CCC(C(=O)NCCCN2CCCC(C)C2)CC1 (stereo not drawn)	-0.58	2.2	1.1	-0.1	-0.89	-5	7.2	-0.8	i	0.099	2.0	1055	i	2	17	-0.6%	-10%	1251
19	COc1ccc([N+](=O)[O-])cc1NC(=O)C(C)Sc1nc(-c2ccccc2)cs1 (stereo not drawn)	-1	2.5	0.39	-0.46	·	16	14	-1.1	i	-0.26	3.0	957	i	-6	1	-1.4%	0%	·
20	CC(/C=C/C=C/c1ccccc1)=N/NC(=O)C(O)c1ccccc1 (stereo not drawn)	-0.11	·	-0.78	0.55	-0.71	·	·	0.7	·	-0.24	·	1282	i	·	·	0.3%	1%	1063
21	Cc1ccc(NCc2n[nH]c(=S)n2-c2ccccc2)cc1	-0.48	0.6	0.46	-0.35	0.04	4	8.0	-1.5	i	-0.28	12	1030	i	-9	1	0.6%	8%	1567
22	CC(C)CC(NC(=O)c1cccc(Cl)c1)C(=O)O (stereo not drawn)	-0.6	1.8	0.32	-0.21	-0.42	-3	5.2	-1.9	i	-0.3	1.9	968	i	-1	20	-2.1%	0%	1478
23	O=C(Nc1ccccc1)NC1CC2CCC(C1)N2Cc1nnnn1Cc1ccc2c(c1)OCO2 (stereo not drawn)	-0.4	1.6	0.64	-0.071	-0.4	5	9.2	3.8	i	-0.2	1.5	1146	i	1	-22	1.9%	-2%	1280
24	CCCCCCN1C=C/C(=C\C=C(C#N)C#N)c2ccccc21	3.4	2.0	-1.4	2.8	·	47	5.4	38	i	3.1	21	1098	i	41	-5	1.2%	-7%	·

The list goes on.
item	Structure	Dynein cargo inh	MT stabilize HCS Hoechst-high %	Dynein cargo inh cell count	Dynein cargo inh nuclear GR-EGFP	Ins promoter up	WT yeast gro inh	MT stabilize HCS cytotoxicity %	bCat nuc transl	Autophagy mod	Dynein cargo inh cytoplasmic EGFP	MT stabilize HCS	bCat nuc transl cell count 5 µM	Yfh1-off respiration	WT yeast gro inh mutant strain	Autophagy mod cell loss 18 h	HIV fusion peptide	AID2073	Ins promoter up cell count
25	CC(=O)NC(Cc1ccccc1C)C(=O)NC1CCN(c2nnnn2-c2ccccc2)CC1 (stereo not drawn)	0.99	·	-1.2	0.49	0.1	·	·	2.2	·	-0.67	·	1236	i	·	·	-1.0%	2%	905
26	CC(C)C1C(C#N)=C(N)Oc2n[nH]c(-c3cccs3)c21 (stereo not drawn)	-0.9	2.4	-0.08	-0.14	0.11	22	7.4	-6.3	i	0.17	4.5	1043	i	14	-6	0.0%	-7%	1232
27	Cc1ccn2c(-c3n[nH]c(=S)n3C)c(C)nc2c1	0.17	2.2	0.0087	-0.15	0.13	-23	0.0	5.8	i	-0.15	4.4	482	i	-6	-2	-0.9%	-10%	1114
28	Cc1ccc(S(=O)(=O)N2CCN(c3ccccc3)CC2)cc1C(N)=O	-0.26	1.6	0.62	0.02	-0.05	5	1.9	-3.6	i	-0.24	1.5	1101	i	5	4	1.6%	21%	1549
29	OCCC1CN(Cc2ccsc2)CCN1C1CCCC1 (stereo not drawn)	-0.55	1.6	0.83	-0.38	0.9	2	8.5	-0.6	i	-0.31	2.7	1002	i	1	4	2.3%	7%	1444
30	Cn1cc(/C=C2\SC(=S)N(N3CCOCC3)C2=O)c2ccccc21	-0.62	·	0.67	-0.32	·	·	·	0.5	·	0.28	·	1348	i	·	·	6.0%	8%	·
31	CSc1nc(C)cc(OCCNS(=O)(=O)c2cc(C)ccc2C)n1	-1	2.3	0.93	-0.18	-0.37	0	1.0	-0.8	i	-0.21	3.1	1004	i	-12	-4	-0.4%	9%	1215
32	O=C1CSC(c2cccc([N+](=O)[O-])c2)N1c1ccccc1F (stereo not drawn)	-0.53	2.1	0.78	-0.28	-0.06	-4	1.6	0.5	i	-0.21	2.5	1123	i	10	-17	0.8%	0%	1317
33	O=C(Nc1ccc(Cl)c(Cl)c1)OCCNC(=O)c1ccncc1	-0.13	2.2	-0.14	0.38	0.31	4	7.8	-0.1	i	-0.23	2.5	1027	i	7	-5	-0.9%	-3%	1353
